# From PubChem BioAssay
# GLP1R inv ag: inverse agonists of human GLP-1 receptor. 410,000 compounds, 1.6% hits. P43220. HEK293 GLP-1R CRE-luciferase, luminescence, 24 h; GLP-1R form is constitutively active. Potency, µM (titrated, usually from 38.3 µM), inactives show top-dose activity change, negative = inhibition, usual class: inhibitors. AID 624417; note: potency is the fitted concentration of half-maximal effect; % is set by controls: 0 for no effect and ±100 for the full control effect; nearly all actives have a fitted effect of over 55% in size
#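 Assay principle: reduced luminescence from a cAMP-responsive reporter in HEK293 cells co-expressing a constitutively active GLP-1R. Conditions: 24 hr compound incubation, 37 deg C, 5% CO2.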
# IL-2 act: IL-2 activation; IL-2 activation reporter assay, cell-based qHTS; stimulated with anti-CD3/CD4/CD28 beads; in transgenic mouse T cells; 360,000 compounds, 0.065% hits; activation, % (series mostly up to about 46 µM); AID 652025; in the data active = activation above about 50%; inconclusive = mostly about 30% to 49%; note: 0% is about no effect
#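 First, unstimulated transgenic mouse T cells were exposed to compound for 60 min. Next, anti-CD3/anti-CD4-coated beads with anti-CD28 were added. Finally, after 18 h at 37 degrees C, EGFP and DsRed were imaged.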
# DRD3 agonist: activates the human D3 dopamine receptor; P35462; D3R DiscoveRx beta-arrestin cells, luminescence, 90 min; max activation, %; 410,000 compounds, 0.58% hits; AID 652048; in the data active = max activation above about 30%; note: 0% is about no effect; mostly tested at two doses, the higher about 12 µM
# Target sequence (P35462 whole entry, looked up): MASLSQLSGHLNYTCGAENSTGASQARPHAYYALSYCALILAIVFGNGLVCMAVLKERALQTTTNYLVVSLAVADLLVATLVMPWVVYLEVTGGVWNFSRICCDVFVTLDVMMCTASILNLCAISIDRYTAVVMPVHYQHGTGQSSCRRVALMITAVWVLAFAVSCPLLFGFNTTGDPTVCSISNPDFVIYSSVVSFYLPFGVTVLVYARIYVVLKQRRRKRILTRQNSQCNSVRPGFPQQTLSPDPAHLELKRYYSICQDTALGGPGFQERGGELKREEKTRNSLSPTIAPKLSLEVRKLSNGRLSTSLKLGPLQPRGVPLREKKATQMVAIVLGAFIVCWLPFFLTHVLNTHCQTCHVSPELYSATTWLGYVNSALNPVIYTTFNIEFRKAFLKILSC
#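 Agonist-mode cell screen: cells plated at 1500/well and incubated overnight at 37 °C, then exposed to library compounds for 90 min at 37 °C. Detection reagent was added for 30–60 min at room temperature, and luminescence was read.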
# GLP1R cytotox: cytotoxicity in counter-screen for GLP-1R inverse agonists; 410,000 compounds, 0.13% hits; AID 624418; HEK293 cAMP-luciferase reporter cells, luminescence, 24 h; Potency, µM (titrated, usually from 38.3 µM), for the others: at the highest dose activity change, negative = inhibition, usual class: inhibitors;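 note: loss of luciferase light is scored as toxicity; potency is the fitted concentration of half-maximal effect; % is set by controls: 0 for no effect and ±100 for the full control effect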
#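 MLSMR compounds, 24 hr on cells at 37 deg C/5% CO2; luminescence after luciferase reagent (12 min RT). Inhibition counted as the undesired cytotoxic outcome.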
# WRN inhibitor: blocks human WRN helicase; Q14191; WRN helicase unwinding, fluorescent forked duplex, kinetic; Potency, µM (series often up to 114 µM), for the others: top-dose activity change, negative = inhibition, hits mostly inhibitors; 360,000 compounds, 0.46% hits; note: potency is the fitted concentration of half-maximal effect; % is set by controls: 0 for no effect and ±100 for the full control effect; nearly all actives have a fitted effect of over 55% in size
#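 Enzyme (20 nM final) and test compound sit together 15 min at room temperature before substrate addition. Substrate is a single-forked duplex oligonucleotide (100 nM) labelled with fluorophore and quencher, with 2 mM ATP; helicase unwinding raises red fluorescence, read kinetically.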
# GLP-1R agonist: agonists of human GLP-1 receptor; HEK293 GLP-1R CRE-luciferase, luminescence, 4-6 h; cells express a hypersensitive GLP-1R form; 380,000 compounds, 0.007% hits; Potency, µM (highest dose often 45.6 µM), for the others: at the highest dose activation, hits mostly activators; P43220; note: potency is the fitted concentration of half-maximal effect; % of control where 0% means no effect
# PI5P4Ka inh: blocks human PI5P4K alpha kinase activity. PI5P4Kalpha enzyme, ADP-Glo luminescence, 60 min; active compounds read low. max response, %. 330,000 compounds, 1.2% hits; active = max response of -50% or lower; inconclusive = between -30% and -50%; inactive = -30% or higher; note: value at the top dose of about 77 µM; % is set by controls: 0 for no effect and ±100 for the full control effect
# Target sequence (P48426 whole entry, looked up): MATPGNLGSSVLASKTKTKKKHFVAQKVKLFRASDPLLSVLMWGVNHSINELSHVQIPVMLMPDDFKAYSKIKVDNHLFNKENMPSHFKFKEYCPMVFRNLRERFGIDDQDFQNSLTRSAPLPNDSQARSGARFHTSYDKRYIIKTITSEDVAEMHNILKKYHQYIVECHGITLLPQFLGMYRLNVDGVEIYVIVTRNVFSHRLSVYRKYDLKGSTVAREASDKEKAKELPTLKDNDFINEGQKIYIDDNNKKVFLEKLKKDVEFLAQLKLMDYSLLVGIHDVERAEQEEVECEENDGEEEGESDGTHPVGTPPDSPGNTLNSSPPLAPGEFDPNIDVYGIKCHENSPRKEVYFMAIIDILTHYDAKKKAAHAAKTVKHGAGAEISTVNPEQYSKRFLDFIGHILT
#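 Compounds were pin-transferred onto PI5P4Kalpha and substrate in HEPES pH 7.4 buffer with EGTA, CHAPS and 5% DMSO. ATP (5 microM final) started the reaction, which ran 60 minutes at room temperature before ADP-Glo detection.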
# D3 antag: blocks the human D3 dopamine receptor; 360,000 compounds, 2.5% hits; D3R cells, DiscoveRx beta-arrestin luminescence, antagonist mode; active compounds read low; max response, negative = inhibition, %; AID 652054; P35462; in the data active = max response below about -50%; inconclusive = no clear call, values can overlap the other calls; note: % is set by controls: 0 for no effect and ±100 for the full control effect; mostly tested at two doses, the higher about 12 µM
#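 Cells plated overnight at 1500 cells/well, then exposed to library compounds with dopamine controls for 90 minutes at 37 degrees C. DiscoveRx reagent added for 30–60 minutes at room temperature; luminescence read, quantitative HTS format.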
# PLK1 PBD inh: inhibitors of human PLK1 polo-box domain binding | AID 720504 | Potency, µM, inactives show max response, negative = inhibition, hits mostly inhibitors | Plk1 PBD binding of FITC phosphopeptide, fluorescence polarization | P53350 | 360,000 compounds, 2.8% hits; note: potency is the fitted concentration of half-maximal effect; series mostly up to about 57 µM; % is set by controls: 0 for no effect and ±100 for the full control effect; nearly all actives have a fitted effect of over 65% in size
# * = called active by the depositor; ? = inconclusive; · = no result given; [ ] = remark or other dose. Unless noted, calls come from the whole dose curve; as a rule, active = well fitted curve in the direction sought with a large enough effect; inconclusive = small, poorly fitted or top-dose-only effect, or another doubt; inactive = no such curve, though single readings can be large; an effect the other way counts as inactive or inconclusive.
SMILES | GLP1R inv ag | IL-2 act | DRD3 agonist | GLP1R cytotox | WRN inhibitor | GLP-1R agonist | PI5P4Ka inh | D3 antag | PLK1 PBD inh
Cc1cc(C)n(CCC(=O)N/N=C/c2ccc(O)cc2)n1 | 29% | 0.2 | -4 | -2% | 2% | -3% | -10 | 13 | -7%
O=C(C[n+]1cc(-c2ccccc2)n2c1CCCCC2)c1ccc(Cl)cc1 | ? | 2.7 | -12 | -19% | -8% | 8% | 4 | -13 | 7%
Cc1nnc(SCC2=C(C(=O)O)N3C(=O)C(NC(=O)Cn4ncc(Cl)c4C)C3SC2)s1 (stereo not drawn) | 23% | -2.4 | 4 | 2% | -12%[11.6 µM] | 2% | 1 | 5 | ?
O=S(=O)(NCC1CCCO1)c1ccc(-c2ccc(S(=O)(=O)NCC3CCCO3)cc2)cc1 (stereo not drawn) | -2% | 0.8 | 5 | 11% | -5% | 6% | 2 | -11 | -17%
CCC1(c2ccc(F)cc2)NC(=O)N(CC(=O)Nc2ccc(S(N)(=O)=O)cc2)C1=O (stereo not drawn) | 29% | 1.5 | 4 | 5% | -2% | -4% | -5 | 4 | 8%
CC(=O)Nc1ccc2nc(NC(=O)c3ccc([N+](=O)[O-])o3)sc2c1 | 70%[activator] | -2.8 | -5 | -11% | -4%[11.6 µM] | 5% | -11 | -3 | -9%
COc1ccc(C2COC(=O)C2=N)c(NC(=O)c2ccc(Cl)cc2)c1 (stereo not drawn) | 2% | -0.5 | 5 | -6% | 1% | -1% | -29 | 5 | -3%
C=CCOc1ccc(/C=C/C(=O)OCC(=O)NCCC2=CCCCC2)cc1 | 1% | -2.7 | -4 | -6% | -5% | 1% | -4 | 11 | 4%
COc1ccc2c(c1)S(=O)(=O)c1ccccc1N2 | 7% | -0.1 | -3 | -21% | -8% | 14% | -3 | -2 | -6%
CCC(=O)NC(Cc1ccccc1)c1nc2ccccc2[nH]1 (stereo not drawn) | 23% | -0.8 | 7 | -9% | -6% | -5% | 1 | -3 | 0%
Cc1cccc(NC(=O)c2ccc(OCc3c(C)noc3C)cc2)c1 | -29% | -2.0 | 2 | -23% | -21% | 2% | 1 | 2 | -6%
CC(C)CCN1CCN(Cc2ccc3nsnc3c2)CC1CCO (stereo not drawn) | 14% | -1.7 | -20 | -8% | -10% | 13% | -2 | -27 | -11%
O=C(Cn1cnc2scc(-c3ccccc3)c2c1=O)NCc1ccco1 | -20% | -1.9 | 1 | -3% | -19% | -1% | -66* | 27 | -7%
C[C@H](CO)N1C[C@H](C)[C@@H](CN(C)S(=O)(=O)c2ccc(F)cc2)Oc2c(NC(=O)Nc3ccc4c(c3)OCO4)cccc2C1=O | -13% | 0.1 | -5 | 11% | -9% | 3% | -25 | 68 | -16%
CC(=O)Nc1ccc(-c2ccnc3c2CC(C)(C(=O)NCCc2ccccc2)O3)cc1 (stereo not drawn) | ? | 2.5 | -21 | -34% | 0% | 4% | -3 | -115* | -10%
CC(C)(C)c1ccc(S(=O)(=O)NCC(=O)Nc2ccc(-c3nc4ccccc4s3)cc2)cc1 | ? | -2.6 | 4 | ? | 2% | 8% | 0 | 7 | -17%
C/C(=N\NC(=O)c1cc(-c2ccc(Cl)s2)[nH]n1)c1ccncc1 | 10% | -0.3 | -6 | 0% | 5% | 21% | -4 | 4 | -22%
CC(=O)Nc1cc(-c2nn(C)c(=O)c3ccccc23)ccc1N1CCOCC1 | 27% | -0.2 | 3 | 2% | -9% | 7% | -3 | ? | -4%
O=C(O)c1cccnc1Nc1ccc(Cl)cc1 | ? | 3.0 | -6 | -4% | -1% | -2% | -10 | -7 | -7%
Cc1ccc(Cl)cc1NS(=O)(=O)c1ccc2c(c1)NC(=O)CCS2 | ? | · | 4 | -7% | · | 10% | · | · | ·

# The closing four entries of the part before come first, to join the parts.
Structure | GLP1R inv ag | IL-2 act | DRD3 agonist | GLP1R cytotox | WRN inhibitor | GLP-1R agonist | PI5P4Ka inh | D3 antag | PLK1 PBD inh
C/C(=N\NC(=O)c1cc(-c2ccc(Cl)s2)[nH]n1)c1ccncc1 | 10% | -0.3 | -6 | 0% | 5% | 21% | -4 | 4 | -22%
CC(=O)Nc1cc(-c2nn(C)c(=O)c3ccccc23)ccc1N1CCOCC1 | 27% | -0.2 | 3 | 2% | -9% | 7% | -3 | ? | -4%
O=C(O)c1cccnc1Nc1ccc(Cl)cc1 | ? | 3.0 | -6 | -4% | -1% | -2% | -10 | -7 | -7%
Cc1ccc(Cl)cc1NS(=O)(=O)c1ccc2c(c1)NC(=O)CCS2 | ? | · | 4 | -7% | · | 10% | · | · | ·
COc1cccc(-c2c(C(=O)N/N=C/c3cccnc3)nnn2-c2nonc2N)c1 | -16% | -2.1 | 0 | ? | 3% | 0% | -4 | -8 | -9%
O=C(N/N=C/c1ccc[nH]1)c1cc2ccccc2cc1O | -6% | -1.4 | -3 | -6% | -5%[11.6 µM] | -1% | ? | -5 | -5%
CCOc1ccc(/C=N/NC(=O)C2(O)c3ccccc3-c3ccccc32)cc1 | -10% | -2.4 | -5 | -4% | 3% | 0% | -8 | 2 | ?
O=C(O)c1ccc(N2CCCCC2)cc1 | 2% | -1.3 | 7 | 6% | -4% | 0% | · | 14 | 0%
CCn1c(-c2nonc2NC(=O)c2ccccc2)nc2ccccc21 | 0% | 1.7 | -9 | -3% | -7% | -14% | · | -20 | -10%
Cc1ccc(NC(=O)c2cccc(S(=O)(=O)N3CCN(c4ccccc4)CC3)c2)nc1 | ? | -1.1 | 3 | 1% | -11% | 8% | -3 | 4 | 4%
COc1ccc(N2CC(C)Cn3c2nc2c3c(=O)n(CCc3ccccc3)c(=O)n2C)cc1 (stereo not drawn) | -3% | -0.5 | 2 | 16% | 5% | 1% | 13 | 4 | -3%
CC1CCN(CC(=O)c2c[nH]c3ccccc23)CC1 | -5% | -0.6 | -3 | 20% | -4% | -2% | -7 | ? | -13%
Clc1cc(NC2CCCCC2)ncn1 | 31%[activator] | -4.7 | 2 | 4% | 1% | 7% | 2 | 7 | 1%
CC1=CC(c2ccc(Cl)cc2)n2nc(NC(=O)c3ccccc3)nc2N1 (stereo not drawn) | 26% | -0.5 | 3 | -5% | -1% | -1% | 6 | -25 | -10%
O=C(NCCCN1CCCCCC1)c1cc2c(=O)oc3ccccc3c2s1 | 10% | 1.0 | -16 | 4% | -12% | 7% | -5 | -25 | -22%
CN1CCC(N(C)S(=O)(=O)c2ccc(Cl)cc2)CC1 | -15% | 2.8 | -15 | -5% | 8% | -4% | 5 | 9 | 3%
CCOC(=O)/C(C#N)=C/NC(=O)NC(C)(C)C | 13% | -2.0 | 0 | 0% | -5%[57.1 µM] | 2% | · | 3 | -2%
Cn1ncc(Cl)c1C(=O)N1CCN(C23CC4CC(CC(C4)C2)C3)CC1 | -20% | -0.3 | -8 | 8% | -29% | 16% | 3 | -24 | -15%
Cc1ccc(OCc2cc(C(=O)N(C)Cc3nccn3C)no2)cc1C | ? | -1.0 | -2 | 9% | 1%[57.1 µM] | -6% | -8 | 2 | -4%
Cc1ccc(NC(=O)C2CCCN2C(=O)OCc2ccccc2)c(O)c1 (stereo not drawn) | 9% | -2.2 | 7 | -4% | 5%[57.1 µM] | 3% | -2 | 1 | 0%
Cc1ccc(NS(=O)(=O)c2cc3c4c(cccc4c2)C(=O)NC3=O)cc1C | -7% | -1.2 | -16 | -8% | -5% | 19% | -25 | ? | -22%
COC(=O)c1c(NC(=O)c2ccccc2)sc(C(N)=O)c1C | ? | 1.7 | 1 | 5% | -5%[11.6 µM] | 1% | -9 | 7 | 5%
CCCOC(=O)c1c(NC(=O)C2C3C=CC(C3)C2C(=O)O)sc2c1CCC(C)C2 (stereo not drawn) | ? | -1.2 | 3 | 0% | -16% | -4% | -59* | 5 | 5.3µM*
Cc1cc(F)ccc1S(=O)(=O)N1CCCOC1CNC(=O)C(=O)NCc1ccccn1 (stereo not drawn) | 13% | -2.8 | 4 | -10% | -19% | 1% | 7 | 2 | -2%
CC1(Oc2cccc(F)c2)CCN(Cc2ccc(-c3ccccc3)o2)C1 (stereo not drawn) | ? | 0.3 | -19 | 4% | 3% | -2% | 12 | ? | -6%
CC(=O)c1cn(CCC(C)C)c(=O)[nH]c1=O | 9% | -2.1 | -9 | 5% | 1% | -5% | -6 | -12 | -6%
CCC(C)c1ccc(O)c(NC(=O)c2ncn[nH]2)c1 (stereo not drawn) | -2% | -2.4 | -11 | -9% | 2%[57.1 µM] | -1% | · | -14 | -4%
Cc1cccc(NC(=S)N(CCN(C)C)Cc2cc3cc(C)cc(C)c3[nH]c2=O)c1 | 3% | -3.1 | -5 | -1% | 10% | -1% | 0 | 2 | -2%
CS(=O)(=O)Nc1ccc(C2=NN(C(=O)c3ccccc3)C(c3cccs3)C2)cc1 (stereo not drawn) | 77%[activator] | -1.7 | 3 | 0% | -1% | 1% | -6 | -4 | -15%
O=C(CCC1CCCC1)NCc1ccccn1 | 10% | 1.3 | 1 | -16% | -5% | 2% | 1 | -3 | -2%
CN(C)C(=O)COC(=O)/C=C/c1ccccc1[N+](=O)[O-] | -9% | 4.0 | -3 | -6% | 7% | -7% | · | 10 | -7%
Cn1c(OCc2ccco2)nc2c1c(=O)n(Cc1ccc(Cl)c(Cl)c1)c(=O)n2C | -28% | -0.5 | 1 | 2% | -11% | -3% | -29 | 18 | 12µM*
Cc1csc(SCCn2c(Br)nc3c2c(=O)[nH]c(=O)n3C)n1 | 2% | 1.6 | 6 | 2% | 3% | -7% | · | -8 | -8%
COc1ccccc1N1CCN(C(=O)C(=O)c2cn(CC(=O)N3CCOCC3)c3ccccc23)CC1 | 10% | -0.7 | -5 | -14% | -4% | 2% | 0 | 22 | -15%
COc1ccc(-c2ccc(-c3nnn(CC(=O)N4CCOCC4)n3)cc2)cc1 | 0% | 0.2 | -3 | 13% | 1% | -2% | 0 | -16 | -11%
